# Glyco luc inh = N-linked glycosylation inhibition | D54 ERlucT glycosylation luciferase reporter, 24 h; percent of 100 nM tunicamycin response | reporter increase, % at 12.5 µM | hit rate 0.23% among 360,000 | AID 588692;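 active = mean luciferase reporter signal, scaled so untreated is 0 and the glycosylation-blocking control 100, at or above a set limit in every replicate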;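 also: luciferase carries N-glycosylation sites so blocking glycosylation raises the light; 0% = median of neutral control wells and 100% = median of 100 nM tunicamycin wells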
# NCOA2 inhibitor = inhibits human steroid receptor coactivator 2; Q15596; HEK293 GAL4-SRC2 luciferase reporter, luminescence; inhibition, % at 9 µM; hit rate 0.17% among 370,000; AID 651957;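 active = inhibition above the mean inhibition of all tested compounds plus 3 SD, set per campaign, cut at about 52% in these data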;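 also: 0% = DMSO treated cells and 100% = cells given Gossypol at 36 µM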
# ABCB6 inh MLPCN = blocks the human ABCB6 transporter. AID 602162. hit rate 0.19% among 360,000. Q9NP58. fluorescence ratio to DMSO, % at 10 µM. K562-ABCB6 porphyrin accumulation, flow cytometry, 1 h; hits give low values;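 active = fluorescence ratio to DMSO below 75%, the collection mean minus 3 SD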;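 also: signal is porphyrin accumulated inside mitochondria; 100% equals median channel fluorescence of DMSO control wells; lower ratio means ABCB6 inhibition with less porphyrin fluorescence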
# Target sequence (Q9NP58 whole entry, looked up): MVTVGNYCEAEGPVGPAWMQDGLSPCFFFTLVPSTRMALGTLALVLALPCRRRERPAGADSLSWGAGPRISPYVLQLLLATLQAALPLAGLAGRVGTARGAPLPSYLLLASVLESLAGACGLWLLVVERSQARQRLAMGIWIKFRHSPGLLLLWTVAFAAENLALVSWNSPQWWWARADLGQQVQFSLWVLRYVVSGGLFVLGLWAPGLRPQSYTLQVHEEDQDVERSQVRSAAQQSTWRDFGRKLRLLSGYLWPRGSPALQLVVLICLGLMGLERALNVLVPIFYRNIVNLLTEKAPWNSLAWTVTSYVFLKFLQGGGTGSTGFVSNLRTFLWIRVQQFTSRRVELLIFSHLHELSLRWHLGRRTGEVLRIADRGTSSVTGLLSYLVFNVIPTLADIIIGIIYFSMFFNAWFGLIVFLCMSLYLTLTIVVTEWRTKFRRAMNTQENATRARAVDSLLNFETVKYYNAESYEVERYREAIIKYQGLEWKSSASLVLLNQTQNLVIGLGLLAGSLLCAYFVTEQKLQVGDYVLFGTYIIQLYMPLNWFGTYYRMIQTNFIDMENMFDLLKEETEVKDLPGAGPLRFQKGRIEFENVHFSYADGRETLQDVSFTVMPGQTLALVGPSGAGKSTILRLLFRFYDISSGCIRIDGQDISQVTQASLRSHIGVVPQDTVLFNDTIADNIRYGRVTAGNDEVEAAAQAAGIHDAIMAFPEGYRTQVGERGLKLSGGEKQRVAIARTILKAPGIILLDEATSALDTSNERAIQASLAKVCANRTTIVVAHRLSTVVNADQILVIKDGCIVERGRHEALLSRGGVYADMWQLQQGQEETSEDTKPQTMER
# MC4R antagonist = blocks human MC4R cAMP signaling; P32245; MC4R-expressing cells, MTII-stimulated cAMP, LANCE TR-FRET; inhibition, % at 6.5 µM; hit rate 0.48% among 360,000; AID 540295;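 active = inhibition above its plate's cutoff, the mean of tested wells on that plate plus 3 SD, cut at about 29% in these data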;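 also: 0% = Melanotan II alone and 100% = Melanotan II plus saturating MCL0020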
#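 Test system: U2OS cells stably expressing human melanocortin 4 receptor (MC4R); also added: Melanotan II challenge; compound: 6.5 µM single dose; timing: 30-min compound preincubation, 1-h Melanotan II challenge, 1-h detection, room temperature; signal: Eu-cAMP/anti-cAMP TR-FRET, emission 671 nm; repeats: one well per compound, no replicates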
# H9c2 protect = modulators protecting cardiomyocytes from myocardial damage; H9c2 cardiomyocytes, H2O2 injury protection, ATPLite, 2 h; protection from H2O2 cell death, % at 20 µM; hit rate 0.63% among 360,000; AID 588492;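 active = compounds giving at least 50% protection of heart cells from peroxide-induced death in the single-dose screen, raw or plate-pattern-corrected value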;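 also: 0% = DMSO wells with peroxide and 100% = DMSO wells without peroxide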
# HTR2A ag = agonists of mouse serotonin 5-HT2A receptor (HTR2A); P35363; CHO-K1 mHTR2A beta-arrestin complementation, luminescence; percent of 30 µM serotonin response; activation, % at 7.6 µM; hit rate 0.66% among 360,000; AID 624169;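 active = activation above a run cutoff, the mean activation of all tested compounds plus 3 SD, cut at about 14% in these data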;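 also: 0% = plate median of compound wells and 100% = 30 µM serotonin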
# MC4R barr agon = activates human MC4R beta-arrestin recruitment; activation, % at 8.9 µM; P32245; AID 540308; hit rate 0.98% among 360,000; U2OS MC4R beta-arrestin complementation, luminescence; percent of melanotan II response, DMSO zero;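 active = activation above a per-plate cutoff, the mean activation of sample wells on that plate plus 3 SD, cut at about 8% in these data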
# ABHD5-PLIN5 inh = ABHD5-PLIN5 protein interaction inhibition | Split G. princeps luciferase complementation, luminescence, 4 h | inhibition, % at 4 µM | hit rate 0.78% among 360,000 | AID 602281;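 active = inhibition above the mean inhibition across every tested compound plus 3 SD, cut at about 22% in these data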;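 also: 0% = DMSO only wells and the 100% control is not disclosed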
# NOD2-RIPK2 inh = inhibitors of human NOD2-RIPK2 interaction; AID 624267; O43353; inhibition, % at 4.98 µM; hit rate 0.38% among 360,000; CHO BLA complementation NOD2-RIPK2, CCF4 ratio; in the data active = inhibition above about 21%;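 also: 0% = vehicle only and 100% = reference blocker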
# TLR9-MyD88 inh = TLR9-MyD88 interaction inhibition; inhibition, % at 4.98 µM; CHO BLA complementation TLR9-MyD88, CCF4 FRET ratio; hit rate 0.21% among 340,000;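 active = inhibition above the mean over all tested compounds plus 3 SD, cut at about 21% in these data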;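 also: 0% = DMSO only wells and 100% = clavulanate BLA inhibitor control wells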
# * marks the source's active call; other numbers are inactive results.
SMILES,Glyco luc inh,NCOA2 inhibitor,ABCB6 inh MLPCN,MC4R antagonist,H9c2 protect,HTR2A ag,MC4R barr agon,ABHD5-PLIN5 inh,NOD2-RIPK2 inh,TLR9-MyD88 inh
O=C(NCc1ccc(Cl)cc1)c1ccc(CS(=O)Cc2cccc(Cl)c2)o1 (stereo not given),-0.4,-10.0,99.0,6.9,-3.8,-4.8,-1.4,8.1,2.0,6.7
COc1cccc(OCc2nnc(-c3cccs3)o2)c1,-0.2,-14.1,91.0,7.8,-6.2,0.9,-2.1,-7.4,-3.5,-10.1
CCOc1ccc(CCNC(=O)c2cccc(N3CCCC3=O)c2)cc1OCC,0.0,-4.8,89.0,2.2,-0.7,-2.3,-1.8,-4.6,6.8,10.0
CCOc1ccc(CCNC(=O)CS(=O)Cc2nc(-c3ccc(OC)c(OC)c3)oc2C)cc1OCC (stereo not given),4.3,-4.7,94.0,-2.1,0.4,-1.5,-4.2,1.2,-0.9,-6.4
Cc1ccc(-n2ncc3c(=O)n(CC#N)cnc32)cc1,2.4,-0.8,100.0,-3.2,-1.1,-3.8,-2.4,0.6,7.2,-5.3
COc1ccc2c(c1)OC[C@H]1[C@H]2N2C(=O)c3cc(OC)c(OC)cc3NC(=O)[C@@]2(C)[C@H]1c1ccccc1,47.3*,0.8,93.0,14.8,1.2,-3.5,-0.3,3.1,3.5,-3.3
COC(C(=O)Nc1c(F)cccc1F)c1ccccc1 (stereo not given),3.1,2.7,97.0,20.4,4.1,2.1,3.5,4.0,5.3,10.9
CCC/C(C#Cc1ccsc1)=C1/c2ccccc2C(=O)N1c1ccccc1,1.3,45.5,94.0,4.3,-23.9,7.5,0.9,2.3,6.0,0.9
CC(=O)Nc1ccc(NC(=O)CSc2ncc(C(=O)Nc3ccccc3)c(=O)n2C)cc1,13.7,-29.7,93.0,27.1,1.4,2.0,-3.5,-1.1,-12.9,-10.4
CCOc1cccc(C2C(C(=O)c3ccc(C)o3)=C(O)C(=O)N2CCCn2ccnc2)c1 (stereo not given),1.5,-19.6,83.0,4.1,8.8,-4.7,-3.0,-4.9,-1.1,0.7
COc1cccc(CN(Cc2cccnc2)S(=O)(=O)c2ccc(-n3cnnn3)c(C)c2)c1,1.7,-0.7,98.0,-0.5,6.6,12.4,0.1,5.2,-7.5,-2.0
Cc1cc2c(cc1S(=O)(=O)N1CCN(c3ccccc3)CC1)OCCN2C,-1.5,11.2,98.0,-15.4,-5.0,-6.8,1.1,-9.8,-1.9,-16.3
O=C(COc1ccccc1[N+](=O)[O-])Nc1ccc2oc(=O)ccc2c1,-1.6,-38.2,100.0,8.4,-0.5,-4.4,-2.0,4.0,-3.3,-1.0
CC(=O)Nc1ccc(NC(=O)C2CCN(c3ccc(C(F)(F)F)cn3)CC2)cc1,-2.8,5.9,98.0,9.1,-11.6,5.9,-0.5,4.4,1.2,8.1
COC(=O)Cn1nc(C)c2ccccc2c1=O,1.0,-27.8,102.0,10.7,2.6,3.7,-0.4,-2.8,-1.4,-15.2
COc1ccc2oc(/C=C/N(C)C)c(C(=O)c3ccc(Cl)cc3)c2c1,-4.0,-3.9,104.0,1.5,-5.2,-4.7,-1.3,2.6,-4.8,13.7
Cc1cc(NC(=O)CCNS(=O)(=O)c2ccc3[nH]c(=O)oc3c2)ccc1Br,3.8,-6.6,97.0,2.9,-0.9,-9.2,-1.8,-4.2,8.3,0.4
COC(=O)[C@@]1(C)[C@H]2C(=O)N(Cc3ccccc3)C(=O)[C@H]2[C@H]2CN=C(SCc3ccc(C#N)cc3)N21,-0.7,-36.7,98.0,10.3,9.5,-4.4,1.0,-14.7,-3.3,-3.3
Cc1cccc(Cn2nnc3c2C(=O)c2ccccc2C3=O)c1,-10.6,-26.9,101.0,0.5,-16.6,-0.3,0.7,-3.3,-4.6,-3.3
Cc1cc(C)c(S(=O)(=O)c2ccc(C(C)(C)C)cc2)c(Cl)n1,-4.4,25.3,79.0,-1.3,-9.5,2.2,-1.1,2.7,3.0,10.5
COc1ccc(N(C(=O)c2ccco2)C(C(=O)NC2CCCC2)c2ccco2)cc1OC (stereo not given),2.5,2.6,97.0,11.3,0.0,8.2,-0.5,-4.5,1.2,-3.2
O=C(Cc1ccc(Cl)cc1)N/N=C/c1cccc(O)c1,1.1,-6.5,97.0,0.2,-7.1,1.4,0.3,1.9,-16.0,-2.2
COCc1nnc(NC(C)=O)s1,0.7,-8.8,98.0,-2.5,14.4,1.1,-1.4,7.8,1.2,8.4
O=c1c2ccccc2nc(/C=C/c2ccccc2)n1CCc1ccccc1,1.8,9.7,99.0,11.0,-3.6,2.4,-0.9,0.1,1.1,-3.3

# Copied from the list.
# COc1ccc2oc(/C=C/N(C)C)c(C(=O)c3ccc(Cl)cc3)c2c1 | ABCB6 inh MLPCN = 104.0
# O=C(NCc1ccc(Cl)cc1)c1ccc(CS(=O)Cc2cccc(Cl)c2)o1 (stereo not given) | NCOA2 inhibitor = -10.0

# Next compounds:
SMILES,Glyco luc inh,NCOA2 inhibitor,ABCB6 inh MLPCN,MC4R antagonist,H9c2 protect,HTR2A ag,MC4R barr agon,ABHD5-PLIN5 inh,NOD2-RIPK2 inh,TLR9-MyD88 inh
COc1ccc(N(C(=O)c2ccco2)C(C(=O)NC2CCCC2)c2ccc(N3CCOCC3)cc2)c(OC)c1 (stereo not given),-0.2,-24.6,91.0,-0.2,3.2,5.5,-1.3,4.3,-3.2,1.7
COC(=O)c1ccc(CSc2nc3c(c(=O)n2-c2ccccc2)SCC3)o1,5.1,-10.1,93.0,-27.0,6.4,-1.7,-0.2,7.3,-5.1,0.5
Cc1ccccc1Nc1nnc(SCC(=O)c2c(N)n(C)c(=O)n(C)c2=O)s1,0.9,-13.6,80.0,-6.6,2.0,10.4,1.0,8.3,-4.4,4.4
CCc1ccc(NC(=S)Nc2ccc(S(=O)(=O)Nc3ncccn3)cc2)cc1,0.7,-10.5,93.0,-4.5,-7.1,-1.1,2.4,-1.2,-14.4,-3.7
CCOc1ccccc1CN1CCN(Cc2ccc(C)o2)C(CCO)C1 (stereo not given),2.9,-11.4,103.0,18.8,-1.4,-2.3,-3.7,2.5,-6.7,-1.6
Cc1ccc(Cn2nc(C)c(C(=O)NCC(c3ccc(F)cc3)N3CCOCC3)c2Cl)cc1 (stereo not given),-3.6,-4.0,96.0,7.2,-2.3,-3.7,0.2,11.4,-1.2,-6.0
O=C(c1cc2cc(F)ccc2[nH]1)N(Cc1cccnc1)CC1CCCN(C2CCCCC2)C1 (stereo not given),0.0,-47.7,108.0,0.1,-0.8,-3.1,-1.8,4.5,-5.8,-5.6
O=C(O)C1(C(=O)O)CCCC1,0.3,11.4,95.0,4.8,2.5,-0.3,-2.5,-3.5,14.2,-0.7
CCOC(=O)c1c(NC(=O)CSc2ncnc3ccccc23)sc(C(C)=O)c1C,-2.9,9.3,96.0,3.5,-16.2,2.9,-1.9,-7.7,-2.9,-5.5
O=C(Nc1nc2ccc(F)cc2s1)c1ccc(N2CCCC2=O)cc1,-3.7,-76.0,98.0,-1.3,-2.0,0.5,0.2,-2.8,-1.0,4.6
N/C(=N\OC(=O)COc1ccc(Cl)cc1Cl)c1ccncc1,-8.4,-60.8,98.0,-5.9,-8.8,-5.9,-2.1,0.3,6.7,-4.2
COc1cccc(NC(=O)NC2(C(=O)N3CCC(O)CC3)CCCCC2)c1,-1.9,15.5,99.0,5.8,14.4,0.0,-1.7,8.1,0.4,2.9
Cc1cc(N2CCN(c3ccccc3)CC2)n2cc(-c3ccccc3)nc2n1,3.2,14.3,97.0,1.9,11.2,0.4,-0.2,7.1,7.9,0.4
CN(Cc1ccco1)c1ncnc2ccc(-c3ccc4c(c3)OCO4)cc12,-7.5,-3.6,97.0,3.1,-5.1,-8.8,-2.5,-8.0,-9.6,-4.7
Nc1cc(=O)c2[nH]cnc2[nH]1,0.9,-1.6,94.0,-4.2,-0.5,5.9,-2.7,3.2,-17.0,2.5
CCCCc1nnc(NC(=O)c2ccc(OCc3c(C)noc3C)cc2)s1,0.9,9.0,104.0,14.2,-6.4,-4.5,-1.0,-5.5,-5.1,-1.0
CN(Cc1ccccc1)S(=O)(=O)c1ccc(NC(=S)NC(=O)C2CCCC2)cc1,5.9,18.2,98.0,-8.4,-7.7,-2.7,-1.3,-5.2,-6.2,-2.2
CCOc1ccccc1N1CCN(C(=O)CC(C)C)CC1,2.1,5.8,98.0,5.9,-1.4,5.0,-0.6,6.1,-9.2,-9.8
Cc1cccc(N2CCN(C(=O)c3ccccc3NC(=O)C3CCCCC3C(=O)O)CC2)c1 (stereo not given),3.4,10.0,101.0,-1.1,5.8,-4.0,-1.9,4.8,-12.2,8.8
CN(C)C(=S)Nc1ccc([N+](=O)[O-])cc1,3.2,-6.7,101.0,14.9,2.6,1.6,0.0,-6.9,2.9,-2.2
O=C(CC12CC3CC(CC(C3)C1)C2)Nc1cccc2ncccc12,0.7,5.4,101.0,11.8,-1.8,-4.1,0.6,-8.5,4.3,-8.2
COc1ccc(-n2nnnc2SCC(=O)Nc2cc(OC)c([N+](=O)[O-])cc2C)cc1,-0.2,-11.4,96.0,18.7,-7.8,0.6,0.9,-1.6,-2.3,-3.4
Cn1c(=O)c2c(nc(SCC(=O)N3CCCCCC3)n2C)n(C)c1=O,2.1,-12.4,99.0,9.3,5.5,1.5,-0.2,-0.4,12.0,-3.0
CNC[C@@H]1Oc2c(NC(=O)Nc3ccccc3)cccc2C(=O)N([C@@H](C)CO)C[C@H]1C,0.2,-3.5,100.0,-1.7,1.4,5.3,0.3,-0.5,-10.7,0.8
O=C(CNC(=O)c1ccc(Cl)c([N+](=O)[O-])c1)OC1CCCCC1=O (stereo not given),-2.8,-15.3,97.0,17.6,3.1,-7.7,0.3,-10.9,-10.8,0.4
O=C1NC(Cc2ccc(O)cc2)c2nc3cc(Cl)ccc3c(=O)n2-c2cc3ccccc3cc21 (stereo not given),4.8,-23.9,96.0,14.2,1.1,-11.7,-2.9,-3.5,5.7,-3.7
CC(C)(Oc1ccc(Cl)cc1)C(=O)Nc1cccnc1,1.3,1.9,100.0,12.2,4.3,5.8,-0.7,6.2,3.1,-3.1
Cc1ccc(NC(=O)CN(C)C(=O)/C=C/c2ccc3c(c2)OCO3)cc1,-0.1,-52.6,97.0,-1.8,-1.6,5.0,-1.9,-0.6,11.2,-0.4
N#CC(C#N)=C1SC(=Nc2ccccc2)C(=Nc2ccccc2)N1c1ccccc1,11.2,-21.8,94.0,10.5,-17.0,-1.9,-0.2,-13.0,-9.8,-11.4
Cc1noc(C)c1NC(=O)N(C)C[C@@H]1OCc2cnnn2CCCC(=O)N([C@H](C)CO)C[C@@H]1C,1.8,12.8,106.0,-4.1,2.5,-0.9,-0.4,-3.6,0.7,1.2

# Compound activity (PubChem)

# A portion of the library; the hit share may differ from the screen's.
